# Source: PubChem
# FN deposit inh: fibronectin deposition inhibition; inhibition, % at 12.6 µM; actives 0.086% (n = 350,000); AH1F fibroblasts, Alexa488-fibronectin deposition fluorescence, overnight;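 active means mean inhibition across replicates of 30% or more, regardless of how many single replicates reach that level; inconclusive means mean under 30% yet at least half of replicates reach 30%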;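 further: positive control wells lacked labelled fibronectin entirely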
#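 Test system: AH1F fibroblast monolayer depositing Alexa488-labelled fibronectin into matrix. Input: 10000 cells per well. Technique: fluorescence, ex 485 nm, em 525 nm. Buffer or medium: DMEM plus 2% serum, read in PBS. Timing: 1 h cell adhesion before compound, then overnight fibronectin incubation. Compound: single dose, pinned. Read-out basis: inhibition from reduced deposited-fibronectin fluorescence.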
# DENV2 CPE rescue: inhibitors of DENV2 cytopathic effect; CPE inhibition, % at 9.99 µM; actives 1.7% (n = 350,000); AID 651640; DENV2-infected cells, cytopathic effect rescue, plate reader; in the data active means CPE inhibition above about 20%, passing the limit was not always enough; inconclusive means no clear call, values can overlap the other calls; tested in BHK-21 cells;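 further: 0% = median of neutral control wells and 100% = median of positive control wells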
# PAX8 inh HTS: lowers PAX8-driven luciferase in RMG-I cells; RMG-I TPO-luciferase reporter, SteadyGlo, 24 h; inhibition, % at 12.6 µM; actives 1.2% (n = 360,000); AID 652154;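 active means mean replicate inhibition at least 60% with every replicate also reaching 60%; inconclusive means only one of the two criteria is met; inactive means mean below 60% and not all replicates reaching 60%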;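 further: luciferase light reporting Pax8 driven TPO promoter activity; plate controls were median of neutral control wells for no effect and mitoxantrone controls for full effect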
# miR122 inh: blocks miR-122 activity in Huh7 sensor cells. Huh7 miR-122 Renilla luciferase sensor, 48 h; neutral wells = 0, positive control = 100. activation (reporter increase), % at 12.5 µM. actives 0.3% (n = 340,000);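 active means mean replicate activation score at least 90 and every replicate individually at or above 90; inconclusive means only one of the two criteria met; inactive means neither criterion met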;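 further: higher luciferase means less miR-122 activity so hits act as miR-122 inhibitors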
# INS-1E GSIS act: GLuc luminescence reporter in INS-1E cells, primary screen for activators of glucose-dependent secretion of insulin; actives 0.61% (n = 370,000); INS-1E GLuc reporter insulin secretion, 2-3 h; activation, % at 16.6 µM;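 active means lowest replicate activation of at least 40%, so every replicate reaches that level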;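 further: 0% = median of neutral control wells and 100% = median of IBMX positive control wells; some compounds called inactive have numbers as strong as hits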
# CFTR F508del cor: CFTR F508del correction in bronchial cells. activity (quench increase), % at 7.58 µM. actives 0.36% (n = 350,000). CFBE cells, YFP halide quenching; stimulated with forskolin plus potentiator P3; % fluorescence drop versus neutral controls;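 active means mean added fluorescence quench of at least 8% versus neutral control, with both replicates also reaching 8%; inconclusive means only one of the mean or replicate conditions met; inactive means mean below 8% and not both replicates reaching 8%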;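 further: cells transiently co-express mutant CFTR-F508del with the halide-sensitive YFP; corrector assay measuring rescue of mutant channel to the surface after 24 h compound exposure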
# EWS-Fli inh: inhibitors of EWS/Fli oncoprotein transcriptional activity. A673 NR0B1-luciferase reporter, viability-normalised. inhibition, % at 12.6 µM. AID 651661. actives 0.67% (n = 350,000);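 active means mean inhibition of at least 50% after viability correction, with every replicate also passing that limit; inconclusive means mean reaches 50% but only one of two replicates passes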;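 further: firefly luciferase signal divided by Alamar Blue viability fluorescence both relative to DMSO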
# The depositor's hits bear a star; u = inconclusive; x = no result given; & = joins results of further samples; ! = a repeat was not active; [ ] = remark or other dose.
SMILES,FN deposit inh,DENV2 CPE rescue,PAX8 inh HTS,miR122 inh,INS-1E GSIS act,CFTR F508del cor,EWS-Fli inh
CCC(=O)N(C)C[C@@H]1Oc2ncc(Br)cc2C(=O)N([C@H](C)CO)C[C@H]1C,0.4&-4.2,28.6*!,-11.4,0.8,-0.8,1.9&-0.7&2.0,-7.6&-24.4&-7.6
COc1ccc(CN(C)C[C@@H]2Oc3ccc(NS(=O)(=O)c4ccccc4)cc3CC(=O)N([C@H](C)CO)C[C@@H]2C)cc1,x,12.1,x,4.3[16.7 µM],8.4,1.0,-1.2
Cc1nc(-c2cc(C#N)c(Sc3cccc(C(F)(F)F)c3)nc2C)cs1,-17.1,-8.3,8.2,1.3,x,-0.8,-4.0
O=C(NNC(=O)c1ccc(NC(=O)C2CC2)cc1)c1ccc(F)cc1,x,5.1,-17.2,-3.7,17.1,0.1,x
C[C@@H]1CN([C@H](C)CO)C(=O)c2cccc(NS(=O)(=O)c3ccccc3)c2O[C@H]1CN(C)C(=O)Nc1ccc2c(c1)OCO2,x,-7.5,x,-0.5[16.7 µM],-11.6,0.6,-17.4
COc1cc(-c2nc3ccccn3c2/N=C/c2cc(OC)c(O)cc2Cl)ccc1O,x,-0.4,-6.1,0.0,9.2,x,-12.9
c1ccc(Nc2nc(NCCN3CCOCC3)nc(Nc3ccccc3)n2)cc1,2.0,-13.8,26.8,4.7,-1.8,-3.1,2.0
CC(Oc1ccc(Cl)cc1)C(=O)N1CCN(C(=O)c2ccco2)CC1 (configuration not stated),-19.6,0.0,4.4,x,0.7,-6.8,-4.2
O=C(O)c1ccc(-c2noc(-c3ccccc3Cl)n2)cc1,-1.1,3.0,-8.2,x,3.3,-1.8,-100.2
O=S(=O)(/N=C(/Nc1ccccn1)c1ccccc1)c1ccc(Cl)cc1,-2.5,x,x,4.1,-0.5,x,x
O=C(c1cc(-c2ccc(Cl)c(Cl)c2)on1)N1CCCCCC1,0.9,2.9,-131.9,-2.1,-3.2,-0.1,-73.6
COc1ccc(S(=O)(=O)N(C)C[C@@H]2OCCCC[C@@H](C)Oc3ccc(NS(=O)(=O)c4cn(C)cn4)cc3C(=O)N([C@H](C)CO)C[C@@H]2C)cc1,1.0,-2.9,-34.8,0.6[16.7 µM],3.3,0.4,x
O=C(Nc1ccc(F)cc1)C(c1ccccc1)N1CCN(CC(=O)N2CCOCC2)CC1 (configuration not stated),-4.1,-6.4,-26.0,4.1,1.6,1.4,-17.3
CCN(CC)c1ccc(/C=c2\sc3nnc(-c4ccccc4Cl)n3c2=O)cc1,4.4,x,0.2,36.5,x,x,x
CCS(=O)(=O)N1CCCCN2[C@H](CO)[C@@H](c3ccc(C#Cc4ccccn4)cc3)[C@@H]2C1,10.9,-5.8,-2.7,-3.7[16.7 µM],5.9,-1.8,3.9
CC(=O)Nc1c(O)nc(SCC(=O)Nc2ccc(C(C)=O)cc2)[nH]c1=O,x,3.0,x,-4.0,-17.6,-2.8,-70.3
Cc1cc(-c2nn(-c3ccccc3)cc2/C=C2\SC(N)=NC2=O)ccc1OC(C)C,5.6,-10.7,-26.5,-7.6,x,-7.5,2.7
O=C(CCc1nc2ccccc2c(=O)[nH]1)NNC(=O)COc1ccc(Br)cc1,-0.8,-3.6,x,x,-3.2,0.2,-5.1
COc1ccc(NS(=O)(=O)c2cccs2)cn1,4.6,23.6*,9.5,-0.8,-1.3,1.7,-9.3
CCOCCCNC(=O)C(NC(=O)CNC(=O)c1ccccc1)c1ccccc1 (configuration not stated),-2.0,x,-1.5,1.8,x,x,x
O=[N+]([O-])c1cc(C(F)(F)F)ccc1N1CCCC(O)C1 (configuration not stated),1.0,-1.3,-15.4,x,0.5,-1.3,-5.9
CC(=O)Nc1cccc(C(=O)/C=C/c2ccc(/C=C/C(=O)c3cccc(NC(C)=O)c3)cc2)c1,-16.0,2.5,31.6,x,12.9,-10.1,54.7*
COc1ccccc1-c1ccccc1[C@H]1[C@@H](C#N)N(C(=O)CN(C)C)[C@H]1CO,-2.6,-3.3,x,x,5.6,-0.4,-4.6
CN(Cc1ccc2c(c1)CCCN2C)C(=O)[C@H]1O[C@@H](n2ccc(=O)[nH]c2=O)[C@H](O)[C@@H]1O,7.1,11.9,-37.2,4.8,25.3,3.9,-2.9
O=C(Nc1ccccc1)c1ccc(-c2ccc(F)cc2)s1,x,2.6,-43.9,x,-3.5,-2.6,-156.5
COc1ccc(N(CC(=O)N2CCOCC2)S(C)(=O)=O)cc1Cl,3.6,1.6,-16.8,-2.0,-1.1,2.2,7.2
Cc1nc2c3cc(F)ccc3n(CCN3CCCCC3)c2s1,1.4,4.1,-1.5,18.5,7.9,-0.7,33.4
COc1cccc(-c2cnc3c(NC(C)=O)cc(-c4cccc(C(=O)NCCN(C)C)c4)cn23)c1,0.7,2.7,20.3,1.9,27.2,1.5,u
O=C(NCCN1CCN(Cc2ccccc2)CC1)c1cc2c(=O)[nH]c3ccccc3c2s1,-3.2,x,x,-1.4,-11.9,x,x
Cc1ccccc1S(=O)(=O)NCC[C@@H]1CC[C@H](NC(=O)C2CC2)[C@H](CO)O1,-4.0,9.7,3.4,x,6.5,-0.9,-2.2
COc1ccc(N(CC(=O)Nc2ccccc2OC)S(=O)(=O)c2ccc(OC)c(OC)c2)cc1,9.9,-4.1,3.8,x,-7.3,-1.0,-8.6
O=C(/C=C/c1ccc(-c2cccc([N+](=O)[O-])c2)o1)N1CCOCC1,5.6,-4.5,-60.1,-2.8,-12.2,3.5,-14.3
C[C@@H]1CN([C@H](C)CO)C(=O)c2cc(NC(=O)c3ccccc3)ccc2O[C@@H](C)CCCCO[C@@H]1CN(C)CC1CCCCC1,8.1,-14.3,19.0,-10.7[16.7 µM],0.6,4.1,10.0
Nc1[nH]c(C(=O)c2ccccc2)c(-c2ccc(F)cc2)c1C(=O)NCc1ccccc1,5.1,-8.7,-7.5,x,8.2,0.2,2.7
CCCCCCn1c(CN2CCCCC2CC)nc2c1c(=O)n(C)c(=O)n2C (configuration not stated),-1.2,-13.4,-7.0,-4.9,x,2.5,0.7
COc1ccc(CCC(=O)NNC(=O)Nc2ccccc2Cl)cc1,-0.3,7.8,17.4,x,-14.0,0.4,x
OC[C@@H]1CN(Cc2ccc(-c3ccccc3)cc2)C[C@H](n2cnc3c(NC4CC4)ncnc32)O1,9.8,0.9,13.6,-6.7,-12.0,8.6*,11.8
COc1cc(C2CC(=O)Oc3c(C(CCN4CCOCC4)c4ccc(N(C)C)cc4)c(OC)cc(OC)c32)cc(OC)c1OC (configuration not stated),2.5,1.2,5.9,-3.1,-16.8,1.3,3.6
NC(=O)OCC(COC(N)=O)c1ccccc1,-6.3&-2.1,5.3&-3.6,-5.3&-25.5,-6.4&-3.7,-1.6,-7.4&-0.7,-3.4&-5.0
CC(C)NC(=O)Nc1cccc2c1O[C@@H](CN(C)CC1CCCCC1)[C@H](C)CN([C@@H](C)CO)C2=O,x,u,x,x,-3.3,1.2,7.8
COc1ccc(CCNC(=O)C2CCCN(c3ncnc4c3nc3n4CCCCC3)C2)c(OC)c1 (configuration not stated),5.6,-1.1,3.8,-2.7,-8.3,-0.1,1.4
Cc1ccc(S(=O)(=O)Nc2cccc3c2O[C@H](CN(C)C(=O)Nc2c(C)noc2C)[C@@H](C)CN([C@@H](C)CO)C3=O)cc1,x,14.3,11.9,10.1[16.7 µM],10.7,-0.6,-8.6
CN(C(=O)COC(=O)CNC(=O)c1ccc(Cl)cc1Cl)c1ccccc1,-7.8,-1.1,-13.9,x,-12.3,1.6,-2.5
CC(=O)Nc1ccc(S(=O)(=O)N2CCc3cc4c(cc3C2)OCCCO4)cc1,-4.1,-3.1,17.6,0.9,-6.0,0.9,6.4
Cc1ccc(S(=O)(=O)N[C@H]2C=C[C@H](CC(=O)NC3CCCCC3)O[C@H]2CO)cc1,-0.4,-5.3,-1.8,x,-4.4,3.5,-4.2
Cc1ccc(S(=O)(=O)N[C@H]2CC[C@H](CC(=O)NCCc3ccncc3)O[C@H]2CO)cc1,x,-5.0,-2.2,x,-2.4,-0.9,-6.8
Cc1cn([C@H]2C=C[C@@H](CO)O2)c(=O)[nH]c1=O,-0.8,29.0*!,-3.0,0.8&-7.2,-19.5&12.9,7.3&-4.4,-11.7&-9.8
Brc1ccc(CN2CCN(c3ccccn3)CC2)s1,x,-5.9,x,-4.4,-8.7,-2.1,-5.8
COc1ccc(CCNC(=O)COC(=O)COc2c(C)cc(C)cc2C)cc1OC,11.0,6.5,10.7,x,42.8,-0.6,x
O=C(CSc1nnc(-c2cccnc2)n1-c1ccccc1)Nc1ccccn1,0.1,x,9.1,2.0,x,x,x
COc1ccccc1NC(=O)N1CCCCN2[C@H](C1)[C@H](c1ccc(C#CC3CC3)cc1)[C@@H]2CO,x,-9.9,32.1,63.4[16.7 µM],x,-4.5,8.2
COc1ccc(NC(=O)N(C)C[C@@H]2OCCCC[C@H](C)Oc3ccc(N(C)C)cc3C(=O)N([C@@H](C)CO)C[C@@H]2C)cc1,x,1.3,16.5,19.1[16.7 µM],18.9,3.5,-1.1
O=C(CN1N=C(c2ccccc2)CCC1=O)NCCN1CCc2ccccc2C1,-7.7,x,-2.3,-2.4,9.3,x,x
O=C(CNS(=O)(=O)c1cccs1)N1CCCCC1,8.8,5.6,13.0,3.7,9.2,0.7,-32.5
COCC(=O)Nc1ccc2c(c1)C(=O)N(C)[C@@H]1CC[C@@H](CC(=O)NCCc3ccncc3)O[C@@H]1CO2,-8.5,6.3,-2.1,0.0[16.7 µM],6.4,-1.1,-0.1
C[C@@H]1CN([C@@H](C)CO)C(=O)c2cc(NC(=O)NC3CCCCC3)ccc2O[C@@H]1CN(C)Cc1ccc(-c2ccccc2)cc1,x,3.6,x,1.6[16.7 µM],-16.3,-0.1,6.7
Brc1c(CSc2nc3ccccc3s2)nc2ncccn12,-1.6,x,-101.1,x,8.2,-3.8,-76.5
Cc1ccc(S(=O)(=O)n2nc(C)c(C#N)c2N)cc1,1.9,-2.4,-0.1,x,10.5,x,0.3
CN(C)C(=O)c1ccc(-c2cccc(-c3nc(C(=O)NC4CCCCC4)cc4c3[C@H](CCO)N([S@@](=O)C(C)(C)C)C4)c2)cc1,6.0,1.0,-1.5,x,-37.8,0.5,7.5
Cc1ccc(C)c(NC(=O)Cc2csc(-c3ccccc3)n2)c1,-0.5,x,-3.1,x,-12.6,x,x

# Three compounds already listed, ordered by the value under CFTR F508del cor, smallest number first.
SMILES,CFTR F508del cor
Brc1c(CSc2nc3ccccc3s2)nc2ncccn12,-3.8
Brc1ccc(CN2CCN(c3ccccn3)CC2)s1,-2.1
Cc1ccc(S(=O)(=O)N[C@H]2CC[C@H](CC(=O)NCCc3ccncc3)O[C@H]2CO)cc1,-0.9

# Next compounds
SMILES,FN deposit inh,DENV2 CPE rescue,PAX8 inh HTS,miR122 inh,INS-1E GSIS act,CFTR F508del cor,EWS-Fli inh
CCc1ccc(C(=O)CN2C(=O)NC3(CCOc4ccccc43)C2=O)s1 (configuration not stated),11.5,1.5,-1.3,x,x,2.3,-1.5
CC(C)C(=O)Nc1nc(-c2ccc([N+](=O)[O-])cc2)cs1,15.7,2.3,-78.2,x,-2.2,-2.6,-30.3
CN(C(=O)CC1C(=O)NCCN1CC1CCCCC1)C1CCOCC1 (configuration not stated),-2.7,7.2,-19.0,4.7,16.3,-2.7,-4.5
CCCCNC1c2ccccc2C(=O)N1Cc1ccccc1 (configuration not stated),-5.3,-5.3,31.1,4.7,-4.3,-0.6,4.0
CCc1nnc(NC(=O)CSc2nnc(CNC(=O)c3ccccc3F)n2C)s1,-3.2,0.3,-6.2,-0.3,-2.6,1.3,-3.7
COc1ccc(CCNC(=O)c2ccc3nc[nH]c3c2)cc1,10.0,18.6,-6.2,-5.4,-3.0,2.9,6.8
